# From PubChem BioAssay
# KB-3-1 cytotox: kills parental KB-3-1 adenocarcinoma cells; Potency, µM (series often up to 46.1 µM), for inactives: at the highest dose activity change, negative = cytotoxic, hits mostly cytotoxic; actives 1.4% (n = 400,000); KB-3-1 viability, CellTiter-Glo ATP luminescence, 72 h; note: potency is the fitted concentration of half-maximal effect; % is set by controls: 0 for no effect and ±100 for the full control effect; nearly all actives have a fitted effect of over 60% in size
#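 KB-3-1 parental drug-naive adenocarcinoma cells in DMEM/10% FBS, incubated 72 h at 37 C with pin-transferred compounds across a concentration series. Viability by CellTiter-Glo luminescence; concentration-response curves fitted after normalization.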
# KB-V1 MDR tox: KB-V1 MDR subline cytotoxicity. KB-V1 MDR cells viability, CellTiter-Glo, 72 h. Potency, µM (highest dose often 46.1 µM), inactives show at the highest dose activity change, negative = cytotoxicity, most hits filed as cytotoxic. actives 3.4% (n = 400,000); note: potency is the fitted concentration of half-maximal effect; % is set by controls: 0 for no effect and ±100 for the full control effect; nearly all actives have a fitted effect of over 60% in size
#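 Cytotoxicity toward P-gp-expressing KB-V1 cells was determined as loss of CellTiter-Glo luminescence after 72 h at 37 degrees C. Compounds were tested in quantitative HTS format across a concentration range, with curves fitted to normalized data.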
# SW480 rereplic: induces DNA re-replication in SW480 colon adenocarcinoma cells; AID 624297; actives 1.8% (n = 340,000); SW480 DNA re-replication, Hoechst DNA content imaging, 48 h; Potency, µM (doses to about 46.1 µM), without a hit: top-dose re-replication activation, most hits filed as activators; note: potency is the fitted concentration of half-maximal effect; % of control where 0% means no effect; nearly all actives have a fitted effect of over 55% in size
#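 Image-based read-out: total Hoechst fluorescence of nuclei (405 nm excitation, 500-530 nm emission), with hits raising the fraction of high-intensity nuclei. SW480 colon cells incubated 48 hr with compounds at 37 C.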
# GLP1R ag: agonists of human GLP-1 receptor; P43220; HEK293 GLP-1R CRE-luciferase, luminescence, 4-6 h; cells express a hypersensitive GLP-1R form; Potency, µM (doses to about 45.6 µM), inactives show at the top dose activation, most hits filed as activators; actives 0.007% (n = 380,000); AID 624172; note: potency is the fitted concentration of half-maximal effect; % of control where 0% means no effect
# Target sequence (P43220 whole entry, looked up): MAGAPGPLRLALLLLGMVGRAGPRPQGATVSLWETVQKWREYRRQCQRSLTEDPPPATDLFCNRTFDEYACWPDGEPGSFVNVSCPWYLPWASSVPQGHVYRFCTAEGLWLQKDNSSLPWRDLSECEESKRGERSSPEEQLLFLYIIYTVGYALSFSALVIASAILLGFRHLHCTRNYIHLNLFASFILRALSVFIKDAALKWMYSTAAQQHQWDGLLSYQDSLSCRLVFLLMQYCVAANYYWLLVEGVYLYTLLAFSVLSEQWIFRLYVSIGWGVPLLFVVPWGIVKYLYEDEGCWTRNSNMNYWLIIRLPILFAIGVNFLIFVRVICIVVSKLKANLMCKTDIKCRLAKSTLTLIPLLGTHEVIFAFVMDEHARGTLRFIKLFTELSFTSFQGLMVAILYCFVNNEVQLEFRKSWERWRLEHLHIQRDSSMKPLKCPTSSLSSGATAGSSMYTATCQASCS
# DRD3 agonist: D3 dopamine receptor (human) agonism; actives 0.58% (n = 410,000); max activation, %; P35462; AID 652048; D3R DiscoveRx beta-arrestin cells, luminescence, 90 min; in the data active = max activation above about 30%; note: 0% is about no effect; mostly tested at two doses, the higher about 12 µM
# Target sequence (P35462 whole entry, looked up): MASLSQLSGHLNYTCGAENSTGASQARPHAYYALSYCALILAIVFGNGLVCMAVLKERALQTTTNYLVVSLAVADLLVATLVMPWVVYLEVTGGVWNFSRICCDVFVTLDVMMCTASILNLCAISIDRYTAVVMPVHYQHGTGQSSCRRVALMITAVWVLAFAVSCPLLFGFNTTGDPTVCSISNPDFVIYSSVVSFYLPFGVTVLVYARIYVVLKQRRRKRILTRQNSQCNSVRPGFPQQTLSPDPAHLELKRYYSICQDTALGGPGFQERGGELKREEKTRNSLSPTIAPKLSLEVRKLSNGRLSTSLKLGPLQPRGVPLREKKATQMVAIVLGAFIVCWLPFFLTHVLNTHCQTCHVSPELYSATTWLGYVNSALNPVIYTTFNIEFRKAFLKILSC
#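 Agonist-mode cell screen: cells plated at 1500/well and incubated overnight at 37 °C, then exposed to library compounds for 90 min at 37 °C. Detection reagent was added for 30–60 min at room temperature, and luminescence was read.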
# HT1080 IDH1KD tx: toxicity to HT-1080 IDH1 knockdown cells (counter line); AID 686971; Potency, µM (series often up to 46.1 µM), inactives show at the highest dose activity, negative = toxicity, hits mostly cytotoxic; actives 2% (n = 360,000); HT-1080 IDH1 knockdown viability, ATP luminescence, 48 h;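 note: potency is the fitted concentration of half-maximal effect; 0% = DMSO wells and -100% = cell-free medium wells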
#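 Cytotoxicity counter-line: IDH1KD HT-1080, 48 h, CellTiter-Glo. Curves classed by r2, magnitude and activity.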
# IL1B secr inh: inflammasome signaling inhibition, IL-1 beta readout. THP-1 LPS/ATP IL-1B secretion, AlphaLISA, 16 h; stronger effect = lower value. actives 4.7% (n = 360,000). activity change, % at 57.5 µM. AID 743279; in the data active = activity change below about -50%; inconclusive = mostly about -30% to -49%; note: % is set by controls: 0 for no effect and ±100 for the full control effect
#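 Secreted IL-1B measured by AlphaLISA bead assay after 16 h compound exposure of THP-1 cells; compounds (final up to 57.5 uM) added 1 h before LPS (250 ng/mL) and ATP (1.25 mM) stimulation; lower signal means less secretion.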
# DRD3 antagonist: antagonists of human D3 dopamine receptor; P35462; D3R cells, DiscoveRx beta-arrestin luminescence, antagonist mode; stronger effect = lower value; max response, negative = inhibition, %; AID 652054; actives 2.5% (n = 360,000); in the data active = max response below about -50%; inconclusive = no clear call, values can overlap the other calls; note: % is set by controls: 0 for no effect and ±100 for the full control effect; mostly tested at two doses, the higher about 12 µM
#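 Cells plated overnight at 1500 cells/well, then exposed to library compounds with dopamine controls for 90 minutes at 37 degrees C. DiscoveRx reagent added for 30–60 minutes at room temperature; luminescence read, quantitative HTS format.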
# HT1080-NT tox: kills 2HG-producing HT-1080-NT fibrosarcoma cells. HT-1080-NT fibrosarcoma viability, CellTiter-Glo ATP luminescence, 48 h. Potency, µM (series often up to 46.1 µM), for inactives: at the highest dose activity, negative = less viability, most hits filed as cytotoxic. actives 1.6% (n = 360,000). AID 686970;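 note: NT is the 2HG producing partner of a matched IDH1 knockdown line; potency is the fitted concentration of half-maximal effect; 0% = DMSO-treated cells and -100% = media-only wells without cells; nearly all actives have a fitted effect of over 55% in size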
#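 750 cells/well, RPMI + 5% FBS; 2 h settle, compound pin-transfer, 48 h at 37 degrees C. CellTiter-Glo 10 min RT, luminescence. Normalized to DMSO and media-only wells.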
# Active calls of the source: *; ? = inconclusive; / = not tested or not shown; & = joins results of further samples; [ ] = dose if it differs, or a comment. Unless noted, calls come from the whole dose curve; as a rule, active = well fitted curve in the direction sought with a large enough effect; inconclusive = small, poorly fitted or top-dose-only effect, or another doubt; inactive = no such curve, though single readings can be large; an effect the other way counts as inactive or inconclusive.
SMILES,KB-3-1 cytotox,KB-V1 MDR tox,SW480 rereplic,GLP1R ag,DRD3 agonist,HT1080 IDH1KD tx,IL1B secr inh,DRD3 antagonist,HT1080-NT tox
CCCCNC(=O)CS(=O)Cc1nc(-c2cccs2)oc1C (centres undefined),2%,-14%,-1%,-3%,3,5%,20,-14,0%
Cc1csc(NC(=O)c2ccncc2)n1,7%,9%,-5%,-3%,-7,-14%,0,1,-11%
COC(=O)c1ccc(C(=O)OC)c(NC(=O)CS(=O)(=O)Cc2ccccc2)c1,9%,-3%,-3%,-8%,5,23%,4,0,4%
COc1ccc(C(=O)CN2C3=NCCCN3c3ccccc32)cc1OC,15%,-5%,0.26µM*,-6%,-6,-11%,-9,-11,-12%
O=C(COc1ccccc1)N1CCN(C(=O)c2cccs2)CC1,13%,2%,-3%,4%,-11,0%,6,-18,1%
O=C(NCCOc1ccccc1F)C1CC(=O)N(Cc2ccccc2)C1 (centres undefined),2%,3%,-1%,1%,-4,18%,11,-5,9%
COc1ccc2nc(C)cc(SCC(NC(C)=O)C(=O)OC(C)C)c2c1 (centres undefined),5%,6%,-3%,10%,3,0%,0,24,-1%
FC(F)Sc1ccc(NC(=S)NC2CCCCC2)cc1,-5%,15%,?,-8%,-3,?,?,-9,?
O=C(CC1(C(=O)O)CCCC1)N1CCOCC1,-7%,4%,-5%,-6%,4,2%,2,32,9%
CC(Cc1ccccc1)NC(=O)CN1C(=O)c2ccccc2S1(=O)=O (centres undefined),/,/,-6%,-12%,6,4%,11,3,8%
CC(C)CSc1nc2c(=O)[nH][nH]c(=O)c2n1Cc1ccccc1,10%,17%,-2%,0%,-4,8%,31,?,9%
COc1cc(/C=C(\C#N)c2nc3ccccc3[nH]2)cc(OC)c1O,18%,?,?,25%,3,-3%,-60*,-16,-4%
CCNc1nc(NCC)nc(Nn2cnnc2)n1,5%,0%,-13%,-3%,-14,2%,-3,-5,-2%
COC(=O)c1cc(C#N)c(Oc2ccc(F)cc2)nc1C,9%,-5%,-2%,5%,-1,1%,25,5,4%
N#C/C(=C/c1ccc(N2CCCCCC2)o1)c1ccc(Cl)cc1,0%,-29%,13µM*,-11%,-26,2.2µM*,-102*,-64*,5.6µM*
CC(=O)Nc1ccc(CN2CCN(CC(C)C)C(CCO)C2)cc1 (centres undefined),0%,-4%,-14%,2%,-10,-11%,24,14,-13%
O=C(NCc1ccccc1Cl)C1CCN(S(=O)(=O)c2ccc(-n3cnnn3)cc2)CC1,1%,1%,0%,11%,0,-2%,-11,-14,-18%
O=C(CSc1nc(O)cc(=O)[nH]1)C1CC1,5%,21%,-4%,-4%,-1,-4%,27,-2,9%
CCOc1ncccc1C(=O)NCCc1c[nH]c2ccccc12,0%,-3%,12%,19%,7,-20%,-14,0,-1%
O=C(c1cccc(OC2CCN(Cc3cccc(OCCO)c3)CC2)c1)N1CCCC1,-7%,-14%,4%,5%,-27,5%,0,7,-4%
COc1ccccc1Nc1nc(NCc2ccco2)c2ccccc2n1,0%,?,-24%,8%,-11,23µM*,/,10,21µM*
CCCCCC(=O)Nc1cc(S(=O)(=O)N2CCCCC2)ccc1N1CCOCC1,/,/,10%,3%,3,0%,-1,23,-1%
COc1ccc(C2/C(=C(/O)c3ccc(C)cc3)C(=O)C(=O)N2C)c(OC)c1 (centres undefined),-1%,?,-1%,-3%,2,18%,-3,2,17%
Cn1c(=O)c2c(nc(NCc3ccco3)n2C)n(C)c1=O,19%,8%,-1%,-1%,5,-7%,19,4,8%
CCN(CC)S(=O)(=O)c1ccc(C(=O)Nc2ccc(Cc3ccncc3)cc2)cc1,-37%,6%,6%,16%,11,-15%,-83*,6,1%
COc1cc(Cl)c(C)cc1Nc1ncccn1,-8%,-11%,4%,7%,-19,0%,-2,-3,-2%
Clc1nc(Cl)c2ncn(-c3ccccc3)c2n1,18µM*,?,?,-17%,-7,-25%,-103*,0,-1%
CCOc1ccc(C(C)=O)cc1COC(=O)CNC(=O)C12CC3CC(CC(C3)C1)C2,1%,-1%,3%,20%,-11,11%,-9,0,15%
O=C(NCCCN1CCOCC1)c1ccc(Cl)cc1[N+](=O)[O-],0%,23%,-20%,-4%,1,8%,19,19,-1%
CC(NC(=O)c1cnc2n(c1=O)CCS2)c1ccccc1 (centres undefined),0%,-3%,-5%[9.22 µM],-4%,-2,-4%,0,-27,-7%
CCOC(=O)c1c(CN2CCN(C)CC2)n(-c2ccccc2)c2cc(Br)c(O)cc12,?,12%,?,4%,-18,-3%,-12,-64*,-5%
CCN(CC)C(=O)c1nn(-c2ccccc2)c2c1C1CCC2(C)C1(C)C (centres undefined),?,?,2%,18%,18,-9%,?,-5,-8%
CCOC(=O)c1sc2nc(CSc3ccccc3Cl)[nH]c(=O)c2c1C,-21%,?,-6%,3%,2,-15%,0,8,-10%
O=C(CSc1n[nH]c(-c2ccncc2)n1)Nc1ccc(Cl)c(C(=O)O)c1,-1%,11%,-19%,4%,3,11%,10,1,5%
CC(C)Cn1c(N)c(C=O)c(=O)[nH]c1=O,3%,-9%,-4%,1%,4,-1%,-16,3,0%
Cc1noc(C)c1COc1cccc(C(=O)Nc2ccccc2N2CCOCC2)c1,2%,?,0%,23%,-6,8%,-101*,-2,16%
COc1ccc(N2CCN(C(=O)COC(=O)/C=C/c3ccc(OC(F)F)cc3)CC2)cc1,-9%,-19%,-7%,-16%,3,13%,7,45,0%
CCCCOc1ccc(C(=O)CCN2CCOCC2)cc1,-3%,6%,?,3%,-10,-17%,-104*,?,?
CCOc1ccc(-c2ccc(SCC(=O)Nc3nnc(CC)s3)nn2)cc1,-6%,-23%,0%,7%,-2,2%,4,8,8%
COc1ccc(Cc2nnc(NS(=O)(=O)c3ccc(Cl)cc3)s2)cc1OC,-8%,-25%,-3%,10%,-2,-3%,1,10,-8%

# Of the compounds above, 3 have a furan ring, fused or not.
SMILES,KB-3-1 cytotox,KB-V1 MDR tox,SW480 rereplic,GLP1R ag,DRD3 agonist,HT1080 IDH1KD tx,IL1B secr inh,DRD3 antagonist,HT1080-NT tox
N#C/C(=C/c1ccc(N2CCCCCC2)o1)c1ccc(Cl)cc1,0%,-29%,13µM*,-11%,-26,2.2µM*,-102*,-64*,5.6µM*
COc1ccccc1Nc1nc(NCc2ccco2)c2ccccc2n1,0%,?,-24%,8%,-11,23µM*,/,10,21µM*
Cn1c(=O)c2c(nc(NCc3ccco3)n2C)n(C)c1=O,19%,8%,-1%,-1%,5,-7%,19,4,8%

# (more compounds)
SMILES,KB-3-1 cytotox,KB-V1 MDR tox,SW480 rereplic,GLP1R ag,DRD3 agonist,HT1080 IDH1KD tx,IL1B secr inh,DRD3 antagonist,HT1080-NT tox
COc1ccc(C(=O)C2CCN(CC(=O)Nc3ccccc3F)CC2)cc1,7%,-30%,-6%,8%,-13,-8%,-16,-20,-23%
COc1ccc(C(N)=S)c(OC)c1,-1%,14%,-2%,6%,-1,7%,22,-10,2%
Oc1cccc2ccc[n+](CC(O)Cn3c4ccccc4c4ccccc43)c12 (centres undefined),0%,13%,85%,-2%,-4,?,-13,-17,?
O=C(OCC(=O)N1CCCC1)c1cccc(Br)c1,12%,5%,-27%,13%,-2,15%,9,2,21%
Cc1cc(NC(=O)C(C)C)ncc1NC(=O)CCc1ccccc1,-1%,-8%,-3%,1%,-3,8%,-22,-20,6%
C=CCC1(C#N)C(SC)=NC2=C(C(=O)CC(C)(C)C2)C1c1ccc(Br)cc1 (centres undefined),-1%,?,-1%,-13%,-5,-12%,1,11,-1%
Cc1ccc(-n2c(=O)c3c(c4cc(C)ccc4n3C)n(CC(=O)c3ccc(Cl)cc3)c2=O)cc1,13%,-4%,/,0%,-12,/,/,/,/
CNC(=S)Nc1ccc(C23CC4CC(CC(C4)C2)C3)cc1,5%,-6%,?,3%,11,-22%,-16,11,?
CCOc1ccc(CCNC(=O)c2cn(C)c3ccc(S(=O)(=O)N4CCOCC4)cc3c2=O)cc1OCC,-2%&28%,-12%&-3%,25%,13%,-3&1,2%,-22,5,-6%
O=C(CCC(=O)N1CCN(C2CCCCC2)CC1)Nc1nnc(C(F)(F)F)s1,-1%,-6%,-10%,-16%,0,7%,9,?,13%
CCCCN1C(=O)C(CC(=O)NCC2CCCCC2)CC(C(=O)N(C)C)=C1C (centres undefined),10%,-11%,/,3%,0,7%,9,10,0%
O=C(Cc1ccc(-n2c(=O)[nH]c3ccccc3c2=O)cc1)N1CCN(c2ccccc2)CC1,24%,17%,2%,0%,2,6%,-2,13,10%
C[C@H]1CN([C@@H](C)CO)C(=O)c2cc(C#Cc3cccnc3)cnc2O[C@H]1CN(C)Cc1ccc(F)cc1,-4%,-2%,/,9%,-4,0%,-8,-9,1%
COc1cc(/C=N/NC(=O)c2ccncc2)ccc1OC(=O)c1cccc(F)c1,21%,-10%,-2%,0%,2,-7%,16,-4,-11%
CC(C)[C@@H](CO)N(C)S(=O)(=O)c1ccccc1Br,3%,-3%,47%,1%,-33,5%,8,4,2%
O=C(CNC(=O)c1ccc(Br)o1)NCc1ccc2c(c1)OCO2,-2%,0%,-1%,3%,-3,-5%,0,-2,-3%
CCn1c(SCC(=O)O)nnc1-c1cc2c(C)nn(-c3ccccc3)c2s1,1%,4%,-10%,0%,-12,-7%,10,-23,-13%
Nc1ccccc1C(=O)N1O[C@@H]2C=C[C@H]1CC2,0%,0%,-2%,-3%,10,2%,1,31,6%
COc1ccccc1CN1CC(C(=O)NCc2nccn2C)CCC1=O (centres undefined),-2%,23%,1%,1%,1,6%,-2,-2,-1%
Cc1cccc(-c2cc(N3CCCN(C)CC3)n3nccc3n2)c1,0%,7%,/,-4%,-18,22%,-9,?,17%
